Compound activity (PubChem BioAssay)
SUMO1-SIM PPI: modulators of SUMO1 protein-protein interactions, primary screen, biochemical, uHTS. AID 602429, 2012. inhibition, % at 20 µM. Small ubiquitin-related modifier 1 (Homo sapiens), P63165. SUMO1 binding to a labelled peptide, TR-FRET, 1 h. actives 0.33% (n = 360,000); in the data active means inhibition above about 37%
CSN inh: inhibitors of CSN-mediated cullin deneddylation, primary screen, biochemical, fluorescence polarization, uHTS; Purified CSN, SCF-Nedd8-OG deneddylation; AID 651999, 2013; inhibition, % at 12.5 µM; COP9 signalosome complex subunit 5 (Homo sapiens), Q92905; actives 0.38% (n = 360,000);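 active means pattern-corrected inhibition above about 35%, with an unprinted fluorescence ratio check between 0.5 and 1.5, limit read from the data, passing the limit was not always enough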;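 further: 0% = enzyme with substrate and 100% = substrate without enzyme; some results filed as inactive read as strong as hits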
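Detection – fluorescence polarization · System – HEK293T-derived human Csn5 enzyme · Controls – substrate-only high control, full reaction low control · Timing – 90 min, room temperature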
NadD inh: inhibitors of S. aureus NadD, primary screen, biochemical, colorimetric, uHTS; Nicotinate-nucleotide adenylyltransferase NadD (Staphylococcus aureus N315); purified NadD enzyme, colorimetric absorbance read-out; inhibition, % at 20 µM; actives 0.78% (n = 360,000); AID 602399, 2012; in the data active means inhibition above about 26%; further: some compounds past the cut are filed as inactive
Scp1 inh: Scp-1 phosphatase inhibitors, primary screen, biochemical, colorimetric, uHTS; Carboxy-terminal domain RNA polymerase II polypeptide A small phosphatase 1 (Homo …; Recombinant Scp1, phosphopeptide, malachite green phosphate absorbance; inhibition, % at 20 µM; actives 0.88% (n = 340,000); AID 493091, 2011;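 active means inhibition above about 50% at 20 µM, limit read from the data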;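 further: plate controls were DMSO wells with enzyme for no effect and wells lacking enzyme for full effect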
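Material: truncated SCP-1 phosphatase (76-261aa) / Buffer or medium: 50 mM Tris acetate pH 5.5, 0.005% Tween-20, 10 mM MgCl2 / Compound dosing: one concentration, 20 µM, with 1.0% DMSO / Incubation: 45 min room-temperature reaction, 5 min colour, 30 min stabiliser / Detection: colorimetric free-phosphate detection, absorbance 630 nm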
TbMetRS inhib: T. brucei MetRS inhibitors, primary screen, biochemical, luminescence; purified T. brucei MetRS, ATP depletion, Kinase-Glo luminescence; inhibition, % at 11.9 µM; actives 0.4% (n = 360,000); AID 624268, 2012;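 active means inhibition above a per-plate cutoff of the control wells' mean inhibition plus 3 SD, cut at about 5.5% in these data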;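 further: 0% = DMSO wells median and 100% = median of wells with control inhibitor compound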
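Dosing: 11.9 µM single point; system: parasite MetRS enzyme; technique: luminescence of leftover ATP; times: 15 min enzyme-compound preincubation, 2 h reaction, 10 min detection, 25 °C; replicates: each compound tested once; read-out basis: percent inhibition relative to median high and low control wells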
DNMT1 block: human DNMT1 methyltransferase inhibitors, primary screen, biochemical, molecular beacon, fluorescence, HinP1I cleavage, uHTS; DNA (cytosine-5)-methyltransferase 1 (Homo sapiens), P26358; inhibition (reported as % activation of signal), % at 10 µM; actives 0.83% (n = 360,000); in the data active means inhibition above about 50%
Rpn11 block: Rpn11 (PSMD14) deubiquitinase inhibitors, primary screen, biochemical, fluorescence polarization, uHTS; human 26S proteasome, Ub4-pepOG fluorescence polarization; 20S core pre-blocked with epoxomicin; actives 0.59% (n = 360,000); 26S proteasome non-ATPase regulatory subunit 14 (Homo sapiens), O00487; calls only at 20 µM;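 active means inhibition at 20 µM, scaled to each plate's controls, above about 33%, limit read from the data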
Target sequence (O00487 whole entry, looked up): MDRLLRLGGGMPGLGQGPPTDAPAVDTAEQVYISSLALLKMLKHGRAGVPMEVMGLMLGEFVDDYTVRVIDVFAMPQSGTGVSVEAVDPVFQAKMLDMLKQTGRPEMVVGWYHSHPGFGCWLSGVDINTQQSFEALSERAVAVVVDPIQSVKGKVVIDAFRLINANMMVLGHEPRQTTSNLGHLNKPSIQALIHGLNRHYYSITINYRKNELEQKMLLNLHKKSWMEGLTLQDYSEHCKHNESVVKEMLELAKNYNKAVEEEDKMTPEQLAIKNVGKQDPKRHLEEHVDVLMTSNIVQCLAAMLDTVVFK
LMPTP inh: LMPTP phosphatase inhibitors, primary screen, biochemical, fluorescence intensity, uHTS; actives 0.22% (n = 360,000); Low molecular weight phosphotyrosine protein phosphatase (Homo sapiens), P24666; recombinant LMPTP-A, OMFP fluorogenic substrate; AID 651560, 2012; inhibition, % at 20 µM;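 active means compounds that cut the enzyme signal by at least half of the control window in the single-dose screen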;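 further: plate controls were DMSO wells with enzyme plus substrate for no effect and substrate without enzyme for full effect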
Target sequence (P24666 whole entry, looked up): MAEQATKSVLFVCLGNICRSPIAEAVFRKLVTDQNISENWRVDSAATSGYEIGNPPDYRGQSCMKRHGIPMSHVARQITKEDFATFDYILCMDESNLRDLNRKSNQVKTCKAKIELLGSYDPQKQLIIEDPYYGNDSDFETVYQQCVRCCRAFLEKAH
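Test system – LMPTP-A phosphatase enzyme · Quantity – 0.625 nM LMPTP-A final · Reagent – OMFP substrate, 400 µM final · Dosing – one test concentration per compound, 20 µM, with 3% DMSO overall · Timing – 50 min enzyme reaction at room temperature, protected from light · Detection – fluorescence intensity · Controls – substrate-only low control, DMSO enzyme-plus-substrate high control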
MsrA inhibitor: bovine MsrA enzyme inhibitors, primary screen, biochemical, absorbance, HTS; inhibition, % at 15.5 µM; AID 651718, 2012; purified bovine MsrA, absorbance read-out; actives 0.75% (n = 360,000); Methionine sulfoxide reductase A (Bos taurus); in the data active means inhibition above about 4.5%;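 further: 0% = vehicle wells with enzyme and 100% = reference inhibitor wells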
STEP block: STEP phosphatase inhibitors, primary screen, biochemical, fluorescence intensity, uHTS; Tyrosine-protein phosphatase non-receptor type 5 (Homo sapiens), P54829; recombinant STEP, OMFP fluorogenic substrate; inhibition, % at 20 µM; actives 0.25% (n = 360,000); AID 588621, 2011;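 active means inhibition at 20 µM, scaled per plate between control wells, above about 37%, limit read from the data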;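 further: 0% = DMSO with enzyme and substrate and 100% = substrate only without enzyme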
Target sequence (P54829 whole entry, looked up): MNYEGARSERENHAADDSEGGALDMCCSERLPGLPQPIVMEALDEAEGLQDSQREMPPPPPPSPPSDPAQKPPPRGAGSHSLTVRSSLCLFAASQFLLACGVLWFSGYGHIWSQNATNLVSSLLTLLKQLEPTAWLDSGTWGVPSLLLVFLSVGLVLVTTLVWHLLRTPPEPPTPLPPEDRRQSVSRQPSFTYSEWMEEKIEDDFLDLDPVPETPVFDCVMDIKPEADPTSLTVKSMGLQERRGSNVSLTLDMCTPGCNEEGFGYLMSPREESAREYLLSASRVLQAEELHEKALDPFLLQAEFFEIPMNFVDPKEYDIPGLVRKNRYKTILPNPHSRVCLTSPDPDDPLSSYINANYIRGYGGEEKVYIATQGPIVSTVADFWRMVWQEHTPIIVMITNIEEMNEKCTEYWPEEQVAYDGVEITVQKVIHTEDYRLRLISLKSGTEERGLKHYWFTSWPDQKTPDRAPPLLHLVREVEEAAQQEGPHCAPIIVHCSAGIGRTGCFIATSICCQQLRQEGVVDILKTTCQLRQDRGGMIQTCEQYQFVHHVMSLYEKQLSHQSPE
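Measure: Control-normalized % inhibition with plate pattern correction | Test system: STEP phosphatase, cell-free reaction | Medium: pH 6.0 Bis-Tris with DTT and Tween 20 | Technique: Fluorescence, 480/540 nm | Times: Reaction 20 min, ambient temperature | Doses: Single compound dose of 20 µM, 1% DMSO final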
The depositor's hits bear a star. An unsorted share of the library; overall some 3.9% were active at least once.

What do the screens show for `COCCNC(=O)C1(C)CCCN(Cc2cccc(OC(=O)c3ccccc3)c2)C1` (centres undefined)?
SUMO1-SIM PPI: -5.4; CSN inh: -1.8; NadD inh: -1.6; TbMetRS inhib: -0.1; DNMT1 block: -1.5; Rpn11 block: inactive; LMPTP inh: -0.4; MsrA inhibitor: -0.3; STEP block: -2.8

How did Cc1ccc(C2=[N+]([O-])C3(CCCCC/C3=N\O)N(O)C2(C)C)o1 (centres undefined) do in these assays?
SUMO1-SIM PPI: -2.3; CSN inh: 2.2; NadD inh: 0.9; Scp1 inh: -4.3; TbMetRS inhib: -1.6; DNMT1 block: 3.0; Rpn11 block: inactive; LMPTP inh: 0.1; MsrA inhibitor: 0.8; STEP block: -2.1

What do the screens show for `CC1CN(C(=S)Nc2ccccc2C(F)(F)F)CC(C)O1` (centres undefined)?
SUMO1-SIM PPI: 6.8; CSN inh: -2.7; NadD inh: 0.6; Scp1 inh: -7.2; TbMetRS inhib: 0.0; DNMT1 block: 1.0; Rpn11 block: inactive; LMPTP inh: -1.6; MsrA inhibitor: -0.3; STEP block: 1.9

What do the screens show for `CC(=O)Oc1cccc(N2C(=O)c3ccccc3C2=O)c1`?
SUMO1-SIM PPI: 2.7; CSN inh: -6.7; NadD inh: -2.0; Scp1 inh: -7.9; TbMetRS inhib: 0.8; DNMT1 block: 2.9; Rpn11 block: inactive; LMPTP inh: -1.4; MsrA inhibitor: 0.2; STEP block: 0.0

Results for Cc1nn(C)c(C)c1NC(=O)COc1ccc(Cl)cc1Br ?
SUMO1-SIM PPI: -0.5; CSN inh: -0.9; NadD inh: -2.6; Scp1 inh: -5.2; TbMetRS inhib: 1.2; DNMT1 block: 2.3; Rpn11 block: inactive; LMPTP inh: -0.6; MsrA inhibitor: -0.7; STEP block: -2.0

What do the screens show for `Cn1cccc1C(=O)NCC1CCCCC1`?
SUMO1-SIM PPI: -2.4; CSN inh: 6.9; NadD inh: -1.0; Scp1 inh: 4.0; TbMetRS inhib: -0.6; DNMT1 block: -4.0; Rpn11 block: inactive; LMPTP inh: -1.4; MsrA inhibitor: 0.4; STEP block: 4.9

Results for COc1cc(C)c(Br)cc1S(=O)(=O)NCCN1CCOCC1 ?
SUMO1-SIM PPI: 0.0; CSN inh: -15.7; NadD inh: 1.8; Scp1 inh: -2.7; TbMetRS inhib: -0.1; DNMT1 block: 3.2; Rpn11 block: inactive; LMPTP inh: 0.3; MsrA inhibitor: -0.1; STEP block: 0.2

How did O=C1CC(c2ccccc2Cl)C2=C(COC2=O)N1 (centres undefined) do in these assays?
SUMO1-SIM PPI: -2.8; CSN inh: -2.8; NadD inh: -7.1; Scp1 inh: -4.6; TbMetRS inhib: 0.0; DNMT1 block: 2.4; Rpn11 block: inactive; LMPTP inh: -3.3; MsrA inhibitor: 0.3; STEP block: -1.9

What do the screens show for `O=C(NC1CCCC1)C1C2C=CC3(CN(Cc4cccs4)C(=O)C13)O2` (centres undefined)?
SUMO1-SIM PPI: 3.1; CSN inh: 5.2; NadD inh: -3.1; Scp1 inh: -12.9; TbMetRS inhib: -0.1; DNMT1 block: -2.1; Rpn11 block: inactive; LMPTP inh: -2.3; MsrA inhibitor: -1.6; STEP block: 1.3

What do the screens show for `CN(c1nc(-c2ccc(Br)cc2)cs1)C1CCS(=O)(=O)C1` (centres undefined)?
SUMO1-SIM PPI: -5.1; CSN inh: -1.9; NadD inh: -8.6; Scp1 inh: -5.2; TbMetRS inhib: -0.1; DNMT1 block: -0.6; Rpn11 block: inactive; LMPTP inh: 1.6; MsrA inhibitor: -0.2; STEP block: 4.4

Results for CC(C(=O)NCc1ccccc1)N1C(=O)CN(C)C(=O)c2ccccc21 (centres undefined) ?
SUMO1-SIM PPI: -2.8; CSN inh: -2.9; NadD inh: 0.0; Scp1 inh: -4.8; TbMetRS inhib: -1.1; DNMT1 block: 0.4; Rpn11 block: inactive; LMPTP inh: -0.6; MsrA inhibitor: -0.9; STEP block: -3.2

How did COc1ccc(NC(=O)CN(C)C(=O)Cc2c[nH]c3ccccc23)cc1 do in these assays?
SUMO1-SIM PPI: 3.4; CSN inh: 0.1; NadD inh: 4.4; Scp1 inh: -0.2; TbMetRS inhib: -0.1; DNMT1 block: -13.4; Rpn11 block: inactive; LMPTP inh: 0.7; MsrA inhibitor: 2.3; STEP block: -1.0

Results for COc1cccc(CC2(CO)CCCN(Cc3cn[nH]c3-c3ccccc3)C2)c1 (centres undefined) ?
SUMO1-SIM PPI: 2.4; CSN inh: -3.5; NadD inh: -5.1; Scp1 inh: -12.8; TbMetRS inhib: -0.6; DNMT1 block: 3.3; Rpn11 block: inactive; LMPTP inh: 0.1; MsrA inhibitor: 2.4; STEP block: 0.1

How did Cn1ccnc1SCC(=O)Nc1cccc2ccccc12 do in these assays?
SUMO1-SIM PPI: -1.1; CSN inh: 1.7; NadD inh: -0.2; Scp1 inh: -7.3; TbMetRS inhib: 0.3; DNMT1 block: -0.6; Rpn11 block: inactive; LMPTP inh: -1.6; MsrA inhibitor: -0.8; STEP block: -1.5

What do the screens show for `Cn1c(=O)c(-c2ccccc2[N+](=O)[O-])c(Cl)c2ccccc21`?
SUMO1-SIM PPI: -15.3; CSN inh: 0.5; NadD inh: -1.7; Scp1 inh: -16.1; TbMetRS inhib: -1.6; DNMT1 block: -1.7; Rpn11 block: inactive; LMPTP inh: 0.5; MsrA inhibitor: -0.1; STEP block: 1.3

What do the screens show for `O=C(C1CCC(=O)N1Cc1ccccc1Cl)N1CCN(c2cccc(Cl)c2)CC1` (centres undefined)?
SUMO1-SIM PPI: 1.3; CSN inh: 0.6; NadD inh: 1.0; Scp1 inh: 1.1; TbMetRS inhib: -0.3; DNMT1 block: -1.3; Rpn11 block: inactive; LMPTP inh: 1.1; MsrA inhibitor: -0.1; STEP block: -1.1

What do the screens show for `O=c1c2ccccc2ncn1CCCCOc1ccc(Br)cc1`?
SUMO1-SIM PPI: 5.2; CSN inh: 10.5; NadD inh: -3.6; Scp1 inh: -8.3; TbMetRS inhib: -0.1; DNMT1 block: 3.5; Rpn11 block: inactive; LMPTP inh: 1.3; MsrA inhibitor: 0.2; STEP block: 0.5

Results for C=CC1=CCN(S(=O)C(C)(C)C)[C@@H]1CCO (some centres undefined) ?
SUMO1-SIM PPI: 0.4; CSN inh: -3.7; NadD inh: 3.7; Scp1 inh: -8.0; TbMetRS inhib: -0.3; DNMT1 block: 3.6; Rpn11 block: inactive; LMPTP inh: -0.5; MsrA inhibitor: -0.3; STEP block: 0.0

How did Cc1ccc(OCCNC(=O)CCc2ccccc2)cc1C do in these assays?
SUMO1-SIM PPI: 3.8; CSN inh: 0.8; NadD inh: -4.9; Scp1 inh: -3.3; TbMetRS inhib: -0.5; DNMT1 block: 4.1; Rpn11 block: inactive; LMPTP inh: 0.8; MsrA inhibitor: -0.2; STEP block: 0.6

What do the screens show for `COc1ccc(CCN2C(=O)NC(NC(=O)C(C)(C)C)(C(F)(F)F)C2=O)cc1OC` (centres undefined)?
SUMO1-SIM PPI: 0.8; CSN inh: 1.7; NadD inh: -1.5; Scp1 inh: -2.0; TbMetRS inhib: -0.3; DNMT1 block: -0.9; Rpn11 block: inactive; LMPTP inh: -0.5; MsrA inhibitor: -0.9; STEP block: -2.9

What do the screens show for `Cc1ccc(S(=O)(=O)NC(C)(C)C)cc1C(=O)OC(C)C(=O)NC1CC1` (centres undefined)?
SUMO1-SIM PPI: 5.7; CSN inh: 4.5; NadD inh: -2.6; Scp1 inh: -9.5; TbMetRS inhib: -0.3; DNMT1 block: -0.3; Rpn11 block: inactive; LMPTP inh: -1.4; MsrA inhibitor: -0.5; STEP block: 0.9

Results for O=C(NCc1ccco1)c1ccccc1NS(=O)(=O)c1ccc(Br)s1 ?
SUMO1-SIM PPI: -1.0; CSN inh: 1.6; NadD inh: 0.6; Scp1 inh: -8.3; TbMetRS inhib: 0.2; DNMT1 block: -0.5; Rpn11 block: inactive; LMPTP inh: 0.9; MsrA inhibitor: -0.1; STEP block: -4.2

Results for O=C(O)c1ccccc1CSc1nnc2c(n1)[nH]c1ccccc12 ?
SUMO1-SIM PPI: -1.7; CSN inh: 0.7; NadD inh: 3.4; Scp1 inh: -0.7; TbMetRS inhib: 0.2; DNMT1 block: -0.3; Rpn11 block: inactive; LMPTP inh: 1.0; MsrA inhibitor: 0.0; STEP block: 6.4

Three entries already listed, sorted by count of non-hydrogen atoms, high to low.
What do the screens show for `Cc1ccc(S(=O)(=O)NC(C)(C)C)cc1C(=O)OC(C)C(=O)NC1CC1` (centres undefined)?
SUMO1-SIM PPI: 5.7; CSN inh: 4.5; NadD inh: -2.6; Scp1 inh: -9.5; TbMetRS inhib: -0.3; DNMT1 block: -0.3; Rpn11 block: inactive; LMPTP inh: -1.4; MsrA inhibitor: -0.5; STEP block: 0.9

What do the screens show for `O=C(NC1CCCC1)C1C2C=CC3(CN(Cc4cccs4)C(=O)C13)O2` (centres undefined)?
SUMO1-SIM PPI: 3.1; CSN inh: 5.2; NadD inh: -3.1; Scp1 inh: -12.9; TbMetRS inhib: -0.1; DNMT1 block: -2.1; Rpn11 block: inactive; LMPTP inh: -2.3; MsrA inhibitor: -1.6; STEP block: 1.3

What do the screens show for `CN(c1nc(-c2ccc(Br)cc2)cs1)C1CCS(=O)(=O)C1` (centres undefined)?
SUMO1-SIM PPI: -5.1; CSN inh: -1.9; NadD inh: -8.6; Scp1 inh: -5.2; TbMetRS inhib: -0.1; DNMT1 block: -0.6; Rpn11 block: inactive; LMPTP inh: 1.6; MsrA inhibitor: -0.2; STEP block: 4.4
